Bioassay records deposited in PubChem by The Scripps Research Institute Molecular Screening Center.
SRC3 TRFRET art: flags TR-FRET format artefacts in PPARgamma SRC-3 recruitment agonist screen; TR-FRET artefact counter-screen, PPARgamma/SRC-3 format; active compounds read high; TR-FRET ratio at 8 µM; actives 0.39% (n = 99,000); AID 1048; in the data active = TR-FRET ratio above about 2000; note: inactives centre near 1600; reference of the scale not given here
SRC1 TRFRET art: flags TR-FRET format artefacts in PPARgamma SRC-1 recruitment agonist screen | TR-FRET detection artefact counter-screen, emission ratio; active compounds read high | AID 1051 | actives 0.34% (n = 99,000) | TR-FRET ratio at 8 µM; in the data active = TR-FRET ratio above about 2300; note: inactives centre near 1800; reference of the scale not given here
Starred values were filed as active, the others as inactive. The list is partial; the hit share may differ from the screen's.

SMILES	SRC3 TRFRET art	SRC1 TRFRET art
CCOC(=O)c1cnn(-c2ccccc2)c1NC(=O)CCl	1401	1684
O=C(COC(=O)Cn1cnc2ccccc2c1=O)Nc1ccc(Cl)cc1	1753	1809
COc1ccccc1-c1nc2s/c(=C\c3cccs3)c(=O)n2n1	1711	1628
Nc1ccc(C(=O)OCC(=O)Nc2cc([N+](=O)[O-])ccc2F)cc1	1548	1796
O=C(NCCc1c[nH]c2ccccc12)C(=O)NCC1OCCCN1S(=O)(=O)c1cccs1 (stereo not drawn)	1548	1950
Cc1ccc(N/C(N)=N/c2nc(C)cc(N3CCCCC3)n2)c(C)c1	1422	1499
Cc1ccc(CC(=O)Nc2cccc(C#N)c2)cc1	1664	1830
C/C(=N/OCO/N=C(/C)c1ccc(F)cc1)c1ccc(F)cc1	1865	1910
Cc1cccc2cc(CNCC3CCCO3)c(Cl)nc12 (stereo not drawn)	1384	1727
O=C(CCc1nc2ccccc2s1)OCc1ccccc1F	1516	1782
O=C(O)C(Cc1ccccc1)N=Cc1c(O)c2ccccc2oc1=O (stereo not drawn)	1446	1754
CNC(=S)N1N=C(c2ccc(C)cc2)CC1c1ccc(OC)c(OC)c1 (stereo not drawn)	1440	1680
CC(=O)Oc1ccc(-c2cccc(C(=O)OCC(=O)Nc3ccccc3Oc3ccccc3)c2)cc1	1672	1982
CCOC(=O)CNC(=O)CN1C(=O)CCSc2ccccc21	1545	1889
COCCN1C(=O)N[C@@H](c2ccc(Br)cc2)C(C(C)=O)=C1C	1540	1721
Cc1ccc(C(=O)Nc2cc(Cl)ccc2Oc2ccccc2)cc1[N+](=O)[O-]	1627	2058
Cc1ccc(C(=O)NC(=S)N2CCN(C(=O)OC(C)(C)C)CC2)cc1Br	1503	1710
CC(C)N(C(=O)CSc1nnc(CSc2ncccn2)n1C)C(C)C	1642	1860
O=C(Nc1ccccc1Cl)C(Cl)C(=O)c1ccccc1 (stereo not drawn)	1853	1815
Cc1ccccc1CSc1nnc(C)c(=O)n1N	1420	1898
c1ccc2nc(-c3nccs3)ccc2c1	1697	1904
O=C(NCc1ccco1)C(=S)N1CCCCC1	1523	1602
O=C(CCNC(=O)c1ccccc1Cl)Nc1nc(-c2ccc(F)cc2)cs1	1525	1804
CP(=O)(COC(=O)c1ccccc1)COC(=O)c1ccccc1	1634	1582
Cc1nn(C)c(C)c1NC(=O)CSc1nnc(C)n1-c1ccccc1	1615	1909
CCOC(=O)N1CCN(C(=O)Cn2ccc3c(OC)cccc3c2=O)CC1	1562	2054
COCCNc1nc(N)c([N+](=O)[O-])c(NCCO)n1	1593	1510
CCOc1ccc(NC(=O)c2c3c(nc4ccccc24)CCC3)cc1	1720	2023
COC(=O)c1[nH]c2ccccc2c1NC(=O)c1ccccc1[N+](=O)[O-]	1648	1679
CN(CC(=O)Nc1ccc(S(=O)(=O)N2CCCC2)cc1)Cc1cccc(Cl)c1Cl	1605	1894
CCOc1ccc2[nH]c(=O)c(CN(CC3CCCN3CC)C(=O)NCc3ccccc3)cc2c1 (stereo not drawn)	1700	1932
CCOC(=O)c1c(-c2ccccc2)csc1NC(=O)CSc1ccccc1	1475	1565
Cc1nc(SCC(=O)c2ccccc2)c(C#N)c(-c2ccco2)c1C(=O)NCc1ccco1	1544	1642
COc1ccc(C(=O)N2CCN(Cc3cn[nH]c3-c3ccc(OC)cc3F)CC2)cc1	1973	1920
C=CCOC(=O)C1=C[C@@H](c2ccc(Br)cc2)[C@H](CCCO)[C@@H](OCC)O1	1478	1872
N#Cc1c(NC(=O)CCC(=O)O)sc2c1CCCCC2	1440	1849
CC(C)NCc1nnc(-c2ccc(Cl)cc2)o1	1481	1842
COCc1cc(C)nc(N2CCN(c3ccccc3)CC2)c1C#N	1339	1812
O=C(NNS(=O)(=O)c1ccc(Br)cc1)NC1CCCCC1	1353	1561
O=C(c1cccc(C(F)(F)F)c1)c1c[nH]c(C(=O)NCC2CCCO2)c1 (stereo not drawn)	1498	1977
COc1ccc(-n2c(SCC3CNC(=O)O3)nnc2-c2ccc(Cl)cc2)cc1 (stereo not drawn)	1416	1570
CCCC(C)C(=O)OCC(=O)Nc1c(Br)cc(C)cc1Br (stereo not drawn)	1609	1628
COc1ccc(-c2[nH]ncc2CNCCCSC)cc1F	1613	1673
Cc1cc(OCCN2CCCCCC2)ccc1[N+](=O)[O-]	1531	1794
CSCCC(NC(=O)COc1ccccc1)C(=O)O (stereo not drawn)	1477	1611
COc1ccc(C2C3=C(OC(C)=O)c4ccccc4C3=Nc3c2c(=O)n(C)c(=O)n3C)cc1 (stereo not drawn)	1585	1999
CC1CC(C)CN(S(=O)(=O)c2ccc(NC(=O)C3COc4ccccc4O3)cc2)C1 (stereo not drawn)	1606	1964
O=C(CCCC(=O)NC1CCCC1)NC1CCCC1	1599	1795
CCCCC(=O)NC(=S)Nc1ccc(S(=O)(=O)N2CCCC2)cc1	1670	1964
O=C(c1cccc2ccccc12)N1CCN(c2ccc([N+](=O)[O-])c(NCc3ccco3)c2)CC1	1589	1440

Exported with bars between the fields: part of the list above.
molecule | SRC3 TRFRET art | SRC1 TRFRET art
COc1ccc(-n2c(SCC3CNC(=O)O3)nnc2-c2ccc(Cl)cc2)cc1 (stereo not drawn) | 1416 | 1570
CCCC(C)C(=O)OCC(=O)Nc1c(Br)cc(C)cc1Br (stereo not drawn) | 1609 | 1628

Next section:
SMILES	SRC3 TRFRET art	SRC1 TRFRET art
CN(C)S(=O)(=O)c1ccc(NC(=O)CSc2nc3ccccc3n2-c2ccccc2)cc1	1490	1763
CCOC(=O)c1c(C)[nH]c(C(=O)COC(=O)[C@H](C)NC(=O)c2ccccc2Cl)c1C	1525	1631
NC(=O)C(=O)NCCCN1CCOCC1	1456	1502
O=C(O)/C=C/c1ccc(S(=O)(=O)Nc2ccc(C(=O)NCC(=O)O)cc2)cc1	1449	1713
COc1cc(C2Nc3ccccc3C(=O)N2c2ccc(Cl)cc2)c(Cl)cc1OCC(=O)O (stereo not drawn)	1715	1809
CCOC(=O)C1CCCN(C(=O)c2ccc(C)c([N+](=O)[O-])c2)C1 (stereo not drawn)	1830	1797
O=C(NNC(=S)NCc1ccco1)c1ccc(S(=O)(=O)N2CCOCC2)cc1	1368	1595
Cc1ccc2nc(-c3ccccc3)c(CN3CCSCC3)n2c1	1529	1916
COCCN(C(=O)CSc1nnc(-c2cccc(OC)c2)n1C)c1c(N)n(Cc2ccccc2)c(=O)[nH]c1=O	1398	1573
Cc1cc(C)c(C#N)c(Oc2ccccc2Br)n1	1710	2000

Profiles as entered above:
O=C(NNS(=O)(=O)c1ccc(Br)cc1)NC1CCCCC1 in the list: SRC3 TRFRET art = 1353; SRC1 TRFRET art = 1561
COCCN1C(=O)N[C@@H](c2ccc(Br)cc2)C(C(C)=O)=C1C in the list: SRC3 TRFRET art = 1540; SRC1 TRFRET art = 1721

(more compounds)
SMILES	SRC3 TRFRET art	SRC1 TRFRET art
C=CCn1c(SCC(=O)c2ccc(NS(=O)(=O)c3ccccc3)cc2)nnc1-c1cccs1	1394	1833
CCC(=O)N1N=C(c2cccs2)CC1c1ccco1 (stereo not drawn)	1508	1745
CCCn1c(SCC(=O)N2N=C3/C(=C/c4ccc(OC)cc4)CCCC3C2c2ccc(OC)cc2)n[nH]c1=O (stereo not drawn)	1604	1932
COc1cc2nc(C)sc2cc1SC	1537	1901
Cc1cc(Br)ccc1NC(=O)c1ccccc1-c1ccccc1	1889	1912
O=C(COc1ccc2ccccc2c1Br)Nc1ncn[nH]1	1865	1615
O=C(COc1ccc2ccccc2c1)N1CCN(C(=O)c2ccc([N+](=O)[O-])cc2)CC1	1601	1731
CC(=O)N1N=C(C)CC1c1ccc(OCc2ccccc2)cc1 (stereo not drawn)	1708	1742
CCOC(=O)C(C)Sc1ccc2nnc(CCNS(=O)(=O)c3ccc(C)cc3)n2n1 (stereo not drawn)	1637	2156
O=C(Nc1cccc2oc(=O)ccc12)c1ccc([N+](=O)[O-])cc1[N+](=O)[O-]	1629	1846

Overlap with the part before: 2 compounds; new compounds follow.
SMILES	SRC3 TRFRET art	SRC1 TRFRET art
CCOC(=O)C(C)Sc1ccc2nnc(CCNS(=O)(=O)c3ccc(C)cc3)n2n1 (stereo not drawn)	1637	2156
O=C(Nc1cccc2oc(=O)ccc12)c1ccc([N+](=O)[O-])cc1[N+](=O)[O-]	1629	1846
CCOc1cccc2cc(-c3csc(NC(=O)CCC(=O)NCCN4CCCCC4C)n3)c(=O)oc12 (stereo not drawn)	1723	1757
CC(C)(C)Sc1ccc(/C=N/O)cc1[N+](=O)[O-]	1464	1719
C=C(C)C(=O)OCC(=O)NCc1ccccc1	1619	1904
COc1ccccc1CCNC(=O)CSc1ccc(-c2cccs2)nn1	1596	2180
CCN(CC)S(=O)(=O)c1ccc(NC(=O)CSc2ncnc3ccccc23)cc1	1572	1714
O=[N+]([O-])c1cc(/C=N\Nc2nc(-c3ccccc3)cs2)ccc1O	1490	1828
Cc1ccc(NC(=O)c2ccccc2NS(=O)(=O)c2ccc(Cl)s2)cc1S(=O)(=O)N1CCOCC1	1750	1561
Cc1cc(C(=O)COc2ccc3ccc(=O)oc3c2)c(C)n1Cc1cccs1	1657	1693
Cc1ccc(CNC(=O)COC(=O)c2ccc(S(=O)(=O)N(C)C)cc2)cc1	1770	1861
Cc1ccc(NC(=O)c2cnccn2)cc1S(=O)(=O)N(C)C	1468	1630
COc1ccc(NC(=O)NCCCN2CCN(c3cc(C)ccc3C)CC2)cc1	1478	1862
Cc1ccc(S(=O)(=O)NC(=O)c2cc(C)n(CCCn3ccnc3)c2C)cc1	1451	1867
NC(=O)C1=C[C@H](c2coc3ccccc3c2=O)C[C@H](OCc2ccc(CO)cc2)O1	1776	1711
OCCCNc1nc(-c2ccc(Br)cc2)nnc1-c1ccc(Cl)cc1	1736	1825
Cc1ccc(-c2cccc(CN3CCN(C(C)C)C(CCO)C3)c2)o1 (stereo not drawn)	1638	1746
Cc1cccc(C(=O)NC2CCN(C(=O)Nc3ccccc3C)CC2)c1	1818	1842
O=C(NCc1cccnc1)c1ccc([N+](=O)[O-])o1	1698	1952
O=C(Nc1ccc(S(=O)(=O)N2CCCC2)cc1)C1COc2ccccc2O1 (stereo not drawn)	1623	1842
CC(OC(=O)c1ccc2ncsc2c1)C(=O)N1CCCC1 (stereo not drawn)	1421	1826
COc1ccc(/C=N/n2cnc3scc(-c4cccs4)c3c2=O)cc1OC	1489	1793
CC(NS(=O)(=O)c1ccc(Br)cc1)C(=O)NCc1ccco1 (stereo not drawn)	1559	1840
C=CC[n+]1c(-c2ccc(C)cc2)csc1Nc1c(C)n(C)n(-c2ccccc2)c1=O	1719	1961
C[C@H](NC(=O)c1nc[nH]c1C(=O)N[C@H](C)c1ccccc1)C(=O)OC(C)(C)C	1564	1726
COc1cccc(NC(=O)CSc2nc3ccccc3c(=O)n2Cc2cccs2)c1	1368	1889
Cc1c(Cc2ccc3c(c2)OCO3)sc(NC(=O)c2cccc3ccccc23)c1C(N)=O	1733	1520
CCCc1cc(-c2n[nH]c(=S)n2CC(C)C)cs1	1589	1842
CCc1ccc(NC(=O)C(C)OC(=O)C2CCC(=O)N2)cc1 (stereo not drawn)	1559	1752
C=CCc1ccc(OCCOc2cccc3cccnc23)c(OC)c1	1411	1763
N=c1c2ccccc2nnn1-c1cccc(C(F)(F)F)c1	1490	1399
COc1ccc(-n2c(=O)c3ccccc3c3ccccc3c2=O)c(OC)c1	1612	1778
O=C(Cn1nc(-c2ccccc2)ccc1=O)Nc1ccc(N2CCN(C(=O)c3cccs3)CC2)cc1	1659	1816
COc1cc2c(cc1OC)CN(CC(=O)NC(=O)NC1CCCCC1)CC2	1580	1639
CC1=C(C(=O)N(C)C)C(c2ccccc2OC(F)F)NC(=O)N1 (stereo not drawn)	1619	1932
C#CCSc1nnc(-c2ccc([N+](=O)[O-])cc2)o1	1543	1906
CC(C)NS(=O)(=O)c1ccc2c(c1)oc(=O)n2C	1613	1665
Cc1ccc2nc(C)c(C(=O)O)cc2c1	1615	1857
Cc1cnn(CCC(=O)NNC(=S)NCC(C)C)c1	1455	1580
COc1ccc(N=C2C(=O)N3CCCc4cccc2c43)cc1	1415	1696
CCN(CCn1cccn1)Cc1nc(-c2ccc(C(=O)OC)cc2)no1	1578	1830
COc1ccc(C(=O)NC(=S)Nc2ccc3c4c(cccc24)CC3)cc1OC	1419	1666
CCOc1ccccc1NC(=O)CC1SC(=N)N(c2ccccc2)C1=O (stereo not drawn)	1568	1757
Cc1nc(N)sc1C(=O)OCC(C)C	1639	1851
O=C1CS/C(=N/N=C/c2cccs2)N1	1288	1696
Cc1ccc(NC(=O)Cn2nnc3ccccc32)c(C)c1	1430	1804
Cn1nc(/C=C/c2ccccc2)ccc1=O	1578	1725
Cc1cc(NC(=S)Nc2ccc(C)c(Cl)c2)n[nH]1	1479	1669
CC(=O)COC(=O)c1cc(-c2ccc(C)cc2)nc2ccccc12	1807	1885
Fc1ccccc1Nc1n[nH]c(=S)s1	1600	1691
CCc1cc2c(SCC#N)ncnc2s1	1334	1960
CN(C)c1nnnn1-c1cccc(Oc2ncc(C(F)(F)F)cc2Cl)c1	1449	1561
CCCNC(=O)COC(=O)c1cc(-c2ccc(OC)cc2)nc2ccccc12	1435	1653
COc1cccc(NC(=O)CC(C)=O)c1	1513	1573

Part of the list above, with bars between the fields:
canonical_smiles | SRC3 TRFRET art | SRC1 TRFRET art
CN(C)c1nnnn1-c1cccc(Oc2ncc(C(F)(F)F)cc2Cl)c1 | 1449 | 1561
Cc1nc(N)sc1C(=O)OCC(C)C | 1639 | 1851
Cc1cc(NC(=S)Nc2ccc(C)c(Cl)c2)n[nH]1 | 1479 | 1669
CCCNC(=O)COC(=O)c1cc(-c2ccc(OC)cc2)nc2ccccc12 | 1435 | 1653
Cc1ccc(NC(=O)Cn2nnc3ccccc32)c(C)c1 | 1430 | 1804
COc1cccc(NC(=O)CC(C)=O)c1 | 1513 | 1573
